High-throughput results deposited in PubChem by several laboratories.
Rac1 wt GTP bind – human Rac1 wildtype GTP binding, inhibitors and activators. GTP binding activity (% of control), % at 10 µM. AID 757. GST-Rac1 beads, fluorescent GTP binding, flow cytometry; actives lie on both sides; 0 = cold GTP competed, 100 = untreated. P63000. hit rate 0.27% among 190,000;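 active means GTP binding activity at least 20 points away from the 100% control level, either lower or higher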
HRas wt GTP bind – human HRas wildtype GTP binding, change in either direction; GTP binding activity, % at 10 µM; AID 759; GST-Ras wt beads, Bodipy-FL-GTP binding, flow cytometry; actives lie on both sides; P01112; hit rate 0.14% among 190,000;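 active means GTP binding activity at least 20% away from the 100% baseline, either lowered as inhibitor or raised as activator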;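 further: 0% = unlabeled GTP competition control and 100% = no-compound control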
Target sequence (P01112 whole entry, looked up): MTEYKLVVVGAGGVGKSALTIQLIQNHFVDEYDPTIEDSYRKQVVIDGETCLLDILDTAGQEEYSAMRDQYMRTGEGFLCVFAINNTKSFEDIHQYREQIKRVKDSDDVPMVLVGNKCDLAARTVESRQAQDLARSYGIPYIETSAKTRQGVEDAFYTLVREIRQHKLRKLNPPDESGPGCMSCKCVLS
Mcl1 Bid PPI – Mcl-1/Bid interaction inhibition. hit rate 0.97% among 220,000. inhibition, % at 21.7 µM. Q07820. AID 1021. TR-FRET Mcl-1/Bid-Dy647 peptide binding, 1536-well;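 active means compounds that cut the binding signal by more than half at the single screening dose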;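 further: His-tagged Mcl-1 with europium anti-His antibody binding Bid BH3 peptide; 0% = Mcl-1 plus peptide wells and 100% = peptide-only wells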
Target sequence (Q07820 whole entry, looked up): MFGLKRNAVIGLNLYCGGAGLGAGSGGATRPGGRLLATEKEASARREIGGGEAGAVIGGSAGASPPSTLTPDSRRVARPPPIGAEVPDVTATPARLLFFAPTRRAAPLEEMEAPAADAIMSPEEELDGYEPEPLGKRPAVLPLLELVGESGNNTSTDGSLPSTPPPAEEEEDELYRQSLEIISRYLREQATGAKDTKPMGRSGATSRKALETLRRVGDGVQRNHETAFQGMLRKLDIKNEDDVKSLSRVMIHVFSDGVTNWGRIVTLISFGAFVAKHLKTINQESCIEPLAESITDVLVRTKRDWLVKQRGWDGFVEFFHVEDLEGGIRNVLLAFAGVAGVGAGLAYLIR
GSH fluor – GSH bead compound fluorescence profile. GSH beads flow cytometry, compound fluorescence 488/530 nm; hits give high values. fluorescence (KMESF) at 10 µM. hit rate 0.25% among 190,000; in the data active means fluorescence above about 89;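 further: glutathione beads carrying GST-tagged Bcl family fusion proteins plus one bare bead set; values are compound well signal with DMSO vehicle wells as background; inactives centre near 16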
Mcl1-Noxa inh – disrupts binding of human Mcl-1 to Noxa peptide; Q07820; TR-FRET Mcl-1/Noxa peptide binding, 2 h; inhibition, % at 21.7 µM; hit rate 1.5% among 220,000; AID 1022;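 active means compounds that cut the protein-peptide binding signal by more than 50% relative to plate controls in a single-dose test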;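 further: His-tagged Mcl-1 with rhodamine Noxa BH3 peptide and terbium anti-His antibody; 0% = Mcl-1 plus Noxa peptide wells and 100% = peptide-only wells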
Pf gametocyte – inhibitors of late stage P. falciparum gametocyte viability; P. falciparum stage V gametocytes, ATP luminescence, 24 h; inhibition, % at 10.9 µM; hit rate 0.065% among 150,000; AID 743093;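 active means inhibition above the mean plus 3 SD of compounds within the control limits, set per campaign, cut at about 38% in these data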;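 further: 0% = DMSO wells and 100% = medium only without gametocytes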
Rac1 act GTP bind – alters GTP binding to activated mutant human Rac1; P63000; hit rate 0.11% among 190,000; percent activity (GTP binding), % at 10 µM; GST-Rac1 activated beads, fluorescent GTP binding, flow cytometry; actives lie on both sides; 100% means binding = to untreated wells;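 active means GTP binding at least 20 percentage points away from the 100% baseline, in either direction, so actives lie on both sides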
Avidin bead fluor – compound fluoresces at 488/530 nm on avidin beads; fluorescence (KMESF) at 10 µM; hit rate 0.38% among 220,000; AID 1775; compound fluorescence 488/530 nm, flow cytometry; hits give high values; in the data active means fluorescence above about 47; further: inactives centre near 10
Rab2A wt mod – changes GTP binding to wildtype dog Rab2A, up or down; P61105; GST-Rab2 wt beads, Bodipy-GTP binding, flow cytometry; GTP binding activity, % at 10 µM; hit rate 0.19% among 190,000; AID 760;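 active means GTP binding activity at least 20 points away from 100%, either lowered or raised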;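 further: 0% = beads with excess unlabeled GTP and 100% = no-compound control corrected for plate trend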
Rab7 wt modul – modulators of GTP binding to dog Rab7 wildtype GTPase. GST-Rab7 beads, fluorescent GTP binding, flow cytometry; actives lie on both sides; untreated = 100%, excess cold GTP = 0%. GTP binding activity (percent of control), % at 10 µM. hit rate 0.055% among 190,000. AID 758;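 active means fluorescent GTP binding to Rab7 beads changed by at least 20 points from the 100% baseline, either direction, mostly lower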;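 further: median green fluorescence of bound Bodipy-FL-GTP per Rab7 bead population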
Cdc42 wt – modulators (inhibitors or activators) of GTP binding to human Cdc42 wildtype; P60953; GST-Cdc42 beads, Bodipy-GTP binding, flow cytometry; actives lie on both sides; percent activity (GTP binding), % at 10 µM; hit rate 0.2% among 190,000;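 active means percent activity GTP binding at least 20 points away from the 100% baseline, either down as inhibitor or up as activator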;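 further: median bead fluorescence of bound Bodipy-FL-GTP at 100 nM; 0% = excess unlabeled GTP control and 100% = no compound control; below 100% means less GTP binding so inhibitor and above means activator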
Target sequence (P60953 whole entry, looked up): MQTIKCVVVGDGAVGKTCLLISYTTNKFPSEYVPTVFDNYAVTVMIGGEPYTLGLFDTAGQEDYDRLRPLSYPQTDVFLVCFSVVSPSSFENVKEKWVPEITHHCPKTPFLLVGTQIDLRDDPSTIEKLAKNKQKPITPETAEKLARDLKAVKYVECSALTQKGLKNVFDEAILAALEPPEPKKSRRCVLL
The depositor's hits bear a star; . = no result given; & = joins results of further samples.

Each structure is followed by: Cdc42 wt	HRas wt GTP bind	Rab2A wt mod	Avidin bead fluor	Rab7 wt modul	Mcl1-Noxa inh	Mcl1 Bid PPI	Rac1 act GTP bind	Pf gametocyte	Rac1 wt GTP bind	GSH fluor
> COC(=O)c1ccccc1NC(=O)CSc1nnc(CNS(=O)(=O)c2ccc(C)cc2)n1C
 : 105	105	102	11	102	-6	-1	100	31	102	25
> COc1ccc(Cc2nnc(NC(=O)Cc3cccs3)s2)cc1OC
 : 103	102	100	2	102	96*	76*	101	-13	106	19
> O=C(O)c1ccccc1C(=O)c1ccc(Oc2ccccc2)cc1
 : 95	95	94	4	95	-2	14	93	-9	96	10
> CCCCOc1ccc(/C=C/C(=O)Nc2ccc(C(N)=O)cc2)cc1
 : 97	101	103	7	97	-18	29	101	.	102	8
> Cc1nonc1C(=O)N/N=C/c1ccc(O)c(O)c1
 : 104	98	100	11	95	43	-36	99	-9	102	12
> N#Cc1ncc(-c2ccc3c(c2)OCCOCCOCCOCCO3)nc1C#N
 : 102	99	98	4	100	4	-12	98	0	102	5
> S=c1[nH]cc(-c2ccccc2)n1-c1ccccc1Cl
 : 102	102	101	12	98	27	-46	102	.	102	6
> c1ccc(C(c2ccccc2)N2CCN(c3ccc4ccccc4n3)CC2)cc1
 : 103	101	99	15	100	-3	-20	99	2	105	27
> COC(=O)C1=C(C)N(CC(C)C)C(=O)/C1=C\c1cccs1
 : 100	99	97	27	100	7	-26	97	.	100	23
> CC(=O)Nc1nc(C2COc3ccccc3O2)cs1 (centres undefined)
 : 97	95	95	15	92	-11	6	95	.	96	17
> Cc1ccc(Cn2c(NS(=O)(=O)c3ccccc3)nc3ccccc32)cc1
 : 104	100	97	40	97	2	-6	98	.	102	12
> O=C(COc1ccc2ccccc2c1)NNC(=O)c1ccc([N+](=O)[O-])cc1
 : 94	99	96	8	101	82*	12	96	0	102	10
> CSc1nc(N(C)NC(=O)c2cccc(C)c2)c2ccccc2n1
 : 101	101	103	14	97	1	-5	101	.	98	23
> CCN=C(N/N=C/c1ccc([N+](=O)[O-])cc1)SC
 : 98	99	97	4	97	29	14	96	.	98	25
> Cc1ncc(N=Nc2ccc(F)cc2)c(-c2ccc(Cl)cc2)n1
 : 100	100	98	5	99	8	-5	98	-20	100	55
> COc1ccc(C(=O)Nc2sc(C)c(C)c2CN2CCOCC2)cc1
 : 99	99	98	2	101	24	-64	97	-14	105	17
> CCOCCCNc1nc2nc3ccc(C)cn3c(=O)c2cc1C(=O)NCC1CCCO1 (centres undefined)
 : 101	98	100	11	100	6	-12	99	18	99	17
> O=C(O)C1C(c2ccccc2)C(C(=O)Oc2ccc(O)cc2)C1c1ccccc1 (centres undefined)
 : 94	94	92	9	93	.	-26	91	4	89	29
> CC(=O)NNc1ncnc2c1cnn2-c1ccccc1
 : 98	99	100	20	105	8	-22	96	10	102	12
> O=c1cc(Nc2ccc3c(c2)OCCO3)[nH]c(=O)n1C1CCCCC1
 : 101	100	99	7	95	-7	-16	99	.	103	69
> Cc1nc2ccc(NC(=O)c3cc([N+](=O)[O-])cc([N+](=O)[O-])c3Cl)cc2s1
 : 101	97	94	10	95	96*	22	92	.	95	9
> Cc1ccc(C2(C)NC(=O)N(CC(=O)NCCC3=CCCCC3)C2=O)cc1 (centres undefined)
 : 105	105	103	9	102	1	-22	99	6	102	24
> CC(C)(C)c1ccc(C(=O)C2CCCN(C(=O)CN3CCCC3=O)C2)cc1 (centres undefined)
 : 97	98	100	3	103	4	-16	96	13	102	11
> CC(=O)Nc1cccc(-c2nnc(SCc3ccccc3C#N)n2C)c1
 : 97	96	96	9	98	12	-17	92	.	92	36
> CCC(Sc1ccccn1)C(=O)Nc1nnc(C)s1 (centres undefined)
 : 99	99	98	8	100	4	-2	97	10	99	12
> CCOc1ccc(-c2cc3cc(OC)c(OC)cc3c(C)n2)cc1
 : 92	94	96	10	95	2	-4	95	-2	95	11
> OC(COCC(F)(F)C(F)(F)C(F)(F)C(F)F)Cn1c2ccccc2c2ccccc21 (centres undefined)
 : 104	102	99	13	100	15	-1	101	-3	102	22
> COc1cccc(/C(O)=C/C(=O)C(=O)Nc2ccc(S(=O)(=O)NC(C)=O)cc2)c1
 : 96	96	94	4	97	-30	19	95	.	98	10
> CC1CCN(C(=O)c2cc3ccccc3c(=O)o2)CC1
 : 100	98	99	2	98	-9	-15	100	0	111	7
> CCN(CC)C(=O)N1CCc2ccccc21
 : 92	97	97	9	98	7	-13	94	-23	97	13
> COc1cccc(CN(C)Cc2nc(Cc3ccccc3Cl)no2)c1
 : 97	97	98	2	101	2	-2	98	.	100	9
> CC(=O)NCCCCCCNC(C)=O
 : 103	102	100	10&7	97	3&-25	3&-3	101	.	105	21&66
> COC(=O)c1cccc(-n2nnnc2SCC(=O)Nc2cc(C)on2)c1
 : 101	102	101	11	103	-2	-19	98	.	100	23
> CC1(C)CC(=O)C(Sc2nnc(-c3ccc(NS(C)(=O)=O)cc3)n2Cc2ccco2)C(=O)C1
 : 97	96	96	6	96	14	-36	97	.	100	24
> Nc1nc(F)nc2c1ncn2[C@@H]1O[C@H](CO)[C@@H](O)[C@@H]1O
 : 99	99	96	.	101	-4	1	101	.	104	18
> CCOC(=O)C1=C(N)n2c(s/c(=C/c3ccco3)c2=O)=C(C(=O)OC)C1c1ccco1 (centres undefined)
 : 100	101	98	7	99	28	-47	97	14	102	12
> CC(=Nc1ccc(C)cc1)c1sc2ccccc2c1O
 : 102	99	98	13	101	9	-15	100	.	101	35
> Cc1cc(C)nc(NC(=NCc2ccc3c(c2)OCO3)NC(=O)Nc2ccccc2)n1
 : 104	100	97	6	100	-5	-39	97	0	108	38
> Cc1cc(NC(=O)CN2CCC(C)CC2)no1
 : 91	91	90	22	93	28	7	93	7	95	15
> Cc1ccc(N(CC(=O)NC2CCCCC2)C(=O)c2ccc(C)s2)cc1
 : 106	107	107	11	105	8	-25	103	.	107	21
> COc1cccc(OC)c1C(=O)N1CC(C)OC(C)C1 (centres undefined)
 : 100	102	102	31	100	8	-13	98	-9	106	22
> O=C1/C(=C/c2ccccc2)Nc2ccccc21
 : 100	100	100	11	99	16	-26	99	-12	102	11
> Cc1ccccc1C(=O)NNC(=O)c1ccc(Br)cc1
 : 102	101	100	7	97	5	3	99	2	104	12
> COc1cccc2c1OC1(C)CC2NC(=O)N1c1cccc(C(=O)N2CCN(c3ccccn3)CC2)c1 (centres undefined)
 : 103	101	100	35	101	8	-1	100	-17	102	14
> O=S1(=O)C=CC(N2CCOCC2)C1 (centres undefined)
 : 103	102	101	20	98	8	-7	99	-6	100	30
> O=C1c2cccnc2Oc2ccc(Cl)cc2N1Cc1ccc(F)cc1
 : 96	99	98	8	97	10	11	99	14	104	12
> Cc1cc(C)c(C(=O)/C=C/c2ccc(C(C)C)cc2)c(=O)[nH]1
 : 103	101	99	15	101	2	-1	99	.	104	33
> CN(C)S(=O)(=O)c1ccc(C(=O)NCCSc2ccc(Br)cc2)cc1
 : 104	100	101	1	99	10	-2	101	0	104	12
> CCOC(=O)C1=C(C)NC(=O)NC1c1ccccc1OCc1c(F)cccc1Cl (centres undefined)
 : 101	100	102	33	98	-6	15	100	.	106	25
> COc1ccc(CNC(=O)c2onc(C)c2Cl)cc1
 : 103	100	100	28	103	-10	5	100	.	105	15

Additional structures follow:
Each structure is followed by: Cdc42 wt	HRas wt GTP bind	Rab2A wt mod	Avidin bead fluor	Rab7 wt modul	Mcl1-Noxa inh	Mcl1 Bid PPI	Rac1 act GTP bind	Pf gametocyte	Rac1 wt GTP bind	GSH fluor
> Cc1ccc(SCc2nc(-c3cccnc3)no2)cc1
 : 101	102	102	7	102	6	-19	99	4	107	16
> CC(=O)c1ccc2c3c(cccc13)C(=O)N(CCc1ccccc1)C2=O
 : 97	97	95	13	97	25	-30	95	.	96	14
> CCn1c(SCC(=O)NC(=O)Nc2ccc3c(c2)OCCO3)nnc1-c1cccs1
 : 101	102	101	13	103	9	-46	100	.	100	15
> Cc1ccc(-n2c(SCC(=O)N3Cc4ccccc4CC3C(=O)O)nnc2-c2cccnc2)c(C)c1 (centres undefined)
 : 102	99	98	9	99	16	2	97	15	101	19
> S=C1NCCc2ccccc2C1c1ccccc1Cl (centres undefined)
 : 98	97	98	4	97	1	-24	92	.	100	19
> O=C(CCN1C(=O)c2ccccc2C1=O)NCc1ccco1
 : 108	104	103	32	102	8	-8	102	1	103	12
> CCC(C)C(NC(=O)C(C)NC(=O)CNC(=O)OC(C)(C)C)C(N)=O (centres undefined)
 : 97	98	98	13	100	-1	-26	99	.	104	11
> Cc1ccc(NS(=O)(=O)c2cc(C(=O)N(C)C)ccc2C)cc1C
 : 97	97	98	10	101	1	-29	95	0	97	12
> O=C(CCSCc1ccc(Cl)cc1)NCc1ccco1
 : 97	98	101	8	108	9	-19	94	-12	99	20
> O=C(Cc1ccc([N+](=O)[O-])cc1)N1CCc2ccccc2C1
 : 107	105	103	7	101	8	-32	104	9	105	11
> Cc1cccc(NC(=S)NNC(=O)c2ccc(Br)o2)c1
 : 100	99	98	38	103	-31	-130	96	11	104	21
> O=C(CSc1nnc2ccccn12)NCCc1ccc(F)cc1
 : 96	96	95	8	103	2	-16	93	16	98	11
> CCOC(=O)C1(C)NC(c2cccs2)C2C(=O)N(c3ccc(OC)cc3)C(=O)C21 (centres undefined)
 : 97	100	99	11	101	4	-19	98	.	105	24
> COc1cc(NC(=O)CSc2nccc(C)n2)c(C(=O)O)cc1OC
 : 98	97	95	22	99	7	-9	95	.	100	14
> O=C(c1cc2ccccc2oc1=O)N1CCCC1
 : 98	96	95	4	96	3	10	94	.	96	32
> Cc1ccc(C(=O)NNC(=O)c2ccccc2-n2cccc2)cc1
 : 100	101	99	10	98	1	-23	96	24	101	11
> O=C(c1ccccc1)c1ccc(COC(=O)c2cnccn2)cc1
 : 100	98	100	9	106	3	-35	99	7	101	18
> Cc1ccc(NC(=O)c2cc(N3C(=O)C4CC=CCC4C3=O)ccc2N2CCOCC2)cc1Cl (centres undefined)
 : 103	103	102	17	96	-7	-13	99	.	103	29
> COc1ccc2c(c1)[nH]c1c(=O)n(CCCN3CCOCC3)cnc12
 : 97	100	102	17	106	15	-56	95	.	97	11
> O=C(N[C@@H](Cc1c[nH]c2ccccc12)C(=O)O)c1ccc(Cl)cc1
 : 88	89	91	20	93	-10	-34	90	-14	83	9
> Cc1ccc(NC(=O)CC2C(=O)NCCN2C(=S)Nc2ccccc2)c(C)c1 (centres undefined)
 : 101	100	100	6	104	0	-79	96	.	101	12
> CN(CC(=O)Nc1ccc(N2CCOCC2)cc1)CC(=O)Nc1ccccc1C#N
 : 102	100	101	6	102	5	-88	98	.	103	11
> CCOC(=O)C(=O)Nc1ccc(F)cc1
 : 99	101	99	9	102	-8	-14	99	.	103	10
